# ABCG2 inh – inhibitors of human ABCG2 transporter, ABCB1 counter-screen | inhibition, % at 6.6 µM | hit rate 0.1% among 190,000 | Q9UNQ0 | AID 1325 | IgMXP3 cells, JC-1 efflux, flow cytometry;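 active = inhibition above 80%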;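 note: 0% = DMSO and 100% = nicardipine control wells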
# Target sequence (Q9UNQ0 whole entry, looked up): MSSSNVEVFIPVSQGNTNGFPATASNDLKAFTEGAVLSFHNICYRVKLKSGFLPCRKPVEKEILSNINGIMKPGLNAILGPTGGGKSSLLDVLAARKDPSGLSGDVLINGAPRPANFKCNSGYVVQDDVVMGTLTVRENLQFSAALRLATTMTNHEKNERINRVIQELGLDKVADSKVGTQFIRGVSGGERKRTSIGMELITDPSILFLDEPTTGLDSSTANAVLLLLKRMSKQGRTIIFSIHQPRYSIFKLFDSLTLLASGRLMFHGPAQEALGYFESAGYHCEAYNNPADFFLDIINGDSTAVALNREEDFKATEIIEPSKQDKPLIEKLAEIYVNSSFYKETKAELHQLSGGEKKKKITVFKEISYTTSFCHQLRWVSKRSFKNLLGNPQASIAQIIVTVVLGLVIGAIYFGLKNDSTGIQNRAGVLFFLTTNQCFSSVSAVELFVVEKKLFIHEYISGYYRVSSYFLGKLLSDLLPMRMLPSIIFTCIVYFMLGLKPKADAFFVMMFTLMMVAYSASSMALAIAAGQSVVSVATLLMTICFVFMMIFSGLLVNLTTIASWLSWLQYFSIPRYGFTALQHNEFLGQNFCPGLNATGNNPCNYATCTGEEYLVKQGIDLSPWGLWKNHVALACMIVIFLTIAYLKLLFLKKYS
#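 Read-out basis: Efflux inhibition in percent versus controls | Test system: ABCG2 IgMXP3 and barcoded ABCB1 CCRF-Adr cell mix | Quantity: 3 million cells/mL in well | Schedule: 10 min at 25 °C | Control set: Nicardipine as high control, DMSO as low control | Reagent: JC-1 as fluorescent efflux pump substrate | Signal: Flow cytometry of retained JC-1 fluorescence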
# ABCB1 block – blocks JC-1 efflux by human ABCB1 transporter; hit rate 0.067% among 190,000; inhibition, % at 6.6 µM; AID 1326; CCRF-Adr cells, flow cytometry; P08183; in the data active = inhibition above about 40%;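 note: 0% = vehicle and 100% = reference inhibitor; higher value means more JC-1 retained so stronger ABCB1 efflux block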
# Bim-Mcl-1 – inhibitors of Bim-Mcl-1 interaction, human; Q07820; Bead-based flow cytometry, Bim peptide-Mcl-1 binding; inhibition, % at 10 µM; hit rate 0.1% among 190,000; AID 1009;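 note: 0% = no compound tracer wells and 100% = peptide blocker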
# Bcl-2 Bim block – disrupts Bim peptide binding to human Bcl-2 | hit rate 0.06% among 190,000 | Bead-based flow cytometry, Bim peptide-Bcl-2 binding | AID 950 | inhibition, % at 10 µM | P10415; in the data active = inhibition above about 40%; inconclusive = no clear call, values can overlap the other calls;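 note: 0% = no compound wells with probe peptide and 100% = reference peptide inhibitor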
# Bim-Bcl-B – inhibitors of Bim-Bcl-B interaction, human | hit rate 0.073% among 190,000 | bead-based flow cytometry, Bim peptide-Bcl-B binding | inhibition, % at 10 µM | Q9HD36 | AID 951;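 note: 0% = tracer peptide without compound and 100% = reference inhibitor peptide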
# Target sequence (Q9HD36 whole entry, looked up): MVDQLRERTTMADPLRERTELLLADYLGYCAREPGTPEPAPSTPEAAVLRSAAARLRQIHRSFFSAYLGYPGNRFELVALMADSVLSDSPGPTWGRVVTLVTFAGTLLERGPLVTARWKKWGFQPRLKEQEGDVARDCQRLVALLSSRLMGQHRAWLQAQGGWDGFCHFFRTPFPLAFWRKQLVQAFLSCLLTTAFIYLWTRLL
# Bim-Bcl-XL – human Bim-Bcl-XL interaction inhibition. Q07817. Bim peptide-Bcl-XL binding, bead flow cytometry, fluorescence. inhibition, % at 10 µM. hit rate 0.04% among 190,000
# RGS7-Gao reg – human RGS7-Galphao interaction regulation. P09471. Multiplexed bead flow cytometry, RGS7-Galphao binding; actives lie on both sides. binding response (% of control), % at 10 µM. hit rate 0.35% among 220,000. AID 1439; in the data active = binding response below about 49% or above about 150%; inconclusive = no clear call, values can overlap the other calls; inactive = in between;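 note: fluorescent Galphao held in activated GDP-AlF4 state binding bead-coupled RGS7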
# RGS4-Gao reg – human RGS4-Galphao interaction regulation; Multiplexed bead flow cytometry, RGS4-Galphao binding; actives lie on both sides; binding response (% of control), % at 10 µM; AID 1415; hit rate 0.33% among 220,000; P09471; in the data active = binding response below about 49% or above about 150%; inactive = in between;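 note: fluorescent Galphao activated with aluminum fluoride binding bead-coupled RGS4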
# Bim-Bcl-W – inhibitors of Bim-Bcl-W interaction, human; AID 952; inhibition, % at 10 µM; hit rate 0.02% among 190,000; bead-based flow cytometry, Bim peptide-Bcl-W binding;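 note: 0% = bound tracer without compound and 100% = peptide blocker; higher means less fluorescent Bim peptide bound to Bcl-W beads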
# Target sequence (Q92843 whole entry, looked up): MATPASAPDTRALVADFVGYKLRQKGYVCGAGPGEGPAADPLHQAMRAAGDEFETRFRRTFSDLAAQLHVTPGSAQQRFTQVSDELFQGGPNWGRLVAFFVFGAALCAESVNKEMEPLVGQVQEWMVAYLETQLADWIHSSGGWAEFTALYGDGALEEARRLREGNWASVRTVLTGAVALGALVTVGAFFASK
# RGS8-Gao – human RGS8-Galphao interaction regulation; P09471; multiplexed bead flow cytometry, RGS8-Galphao binding; actives lie on both sides; response (percent of control binding), % at 10 µM; hit rate 0.34% among 220,000; in the data active = response below about 60% or above about 140%; inactive = in between;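 note: Galphao activated as the GDP aluminium fluoride complex binding bead-coupled RGS8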
# Bfl-1 Bim block – inhibitors of Bim-Bfl-1 interaction, human | Bead-based flow cytometry, Bim-Bfl-1 binding inhibition | AID 1008 | hit rate 0.12% among 190,000 | inhibition, % at 10 µM;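 note: 0% = wells without compound plus tracer and 100% = blocker peptide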
# * hit, by the source's call; ? = inconclusive. Cut-off read from the data, not from the text of the source, unless noted: active = inhibition above about 40%.
item	SMILES	ABCG2 inh	ABCB1 block	Bim-Mcl-1	Bcl-2 Bim block	Bim-Bcl-B	Bim-Bcl-XL
1	CCCCNC(=S)Nc1ccc([N+](=O)[O-])cc1	30	1.1	-2	-4	-5	-7
2	Cc1cc(C)nc(SCC(=O)Nc2cc(C)on2)n1	10	-0.1	-5	-10	-11	-6
3	CCCn1c(=O)c2c(C(F)(F)F)cc(-c3ccco3)nc2n(CCC)c1=O	2	0.1	3	-3	-3	-2
4	CCCN1CCN(C(=S)Nc2sc(CC)cc2C(=O)OC)CC1	10	6.5	-1	-3	-6	-2
5	COc1ccc(CCNC(=O)Cc2cccs2)cc1	7	0.7	-3	1	-3	-6
6	Cc1nc2sc(C(c3ccco3)N3CCN(c4ccc(F)cc4)CC3)c(O)n2n1 (stereo not drawn)	-1	-0.4	-1	-2	-2	0
7	O=C1c2ccccc2C(=O)N1c1ccccc1S(=O)C(F)(F)F (stereo not drawn)	9	2.0	-2	-6	-10	-11
8	O=C(O)CC(CNS(=O)(=O)c1ccccc1)c1ccccc1 (stereo not drawn)	0	0.0	-1	-9	-4	-2
9	COC(=O)C1CSC(C(=O)OC)N1C(=O)Nc1ccccc1 (stereo not drawn)	1	0.3	0	0	-3	0
10	O=C(c1cnccn1)N(Cc1cccs1)C1(C(=O)NC2CCCC2)CCCCC1	2	0.7	-24	-50	-30	-19

item	RGS7-Gao reg	RGS4-Gao reg	Bim-Bcl-W	RGS8-Gao	Bfl-1 Bim block
1	103	100	-6	103	-11
2	102	99	-6	98	-19
3	99	96	0	99	-8
4	102	102	-1	100	-3
5	93	94	-3	82	0
6	131	133	0	125	5
7	99	101	-6	99	-14
8	101	102	0	101	-8
9	94	92	1	98	-3
10	96	91	-14	81	-20

# Next section
item	SMILES	ABCG2 inh	ABCB1 block	Bim-Mcl-1	Bcl-2 Bim block	Bim-Bcl-B	Bim-Bcl-XL
11	COC(=O)c1c(N2C(=O)CCC2=O)sc2c1CCCC2	1	-0.1	1	-6	-3	-4
12	O=C(CC1C(=O)NCCN1Cc1c(F)cccc1Cl)NCCc1ccccn1 (stereo not drawn)	2	0.9	1	0	-1	0
13	CC(=O)c1ccc(N2CCN(C(=O)Cc3cccs3)CC2)cc1	15	1.0	-6	0	3	0
14	CC1CC(OCC(O)CN2CCOCC2)CC(C)(C)C1 (stereo not drawn)	15	0.6	-5	-5	-7	-3
15	O=C(NC(=S)Nc1ccc2[nH]c(=O)[nH]c2c1)c1cncc(Br)c1	-2	-0.5	0	0	-4	-2
16	CCc1cc(=O)oc2cc(OC(C)C(=O)O)c(Cl)cc12 (stereo not drawn)	2	0.4	0	14	14	-2
17	CC(C)Oc1cccc(C(=O)C2CCCN(C(=O)c3ccoc3)C2)c1 (stereo not drawn)	1	0.2	-1	-1	0	0
18	CCc1ccccc1NC(=O)CC(O)(C(=O)OC)C(F)(F)F (stereo not drawn)	4	1.2	-6	-9	-2	-4
19	O=c1c2ccccc2ncn1-c1ccccc1C(F)(F)F	5	0.5	0	0	-1	1
20	Cc1ccc(CSCC(=O)N2CCN(c3ccccc3)CC2)cc1	6	1.2	-16	-8	-9	-7

item	RGS7-Gao reg	RGS4-Gao reg	Bim-Bcl-W	RGS8-Gao	Bfl-1 Bim block
11	100	100	0	103	-6
12	108	115	-2	105	-4
13	?	100	0	102	3
14	87	88	-3	95	-1
15	86	93	2	92	3
16	101	100	0	100	5
17	101	103	-2	101	-4
18	98	99	-7	99	-8
19	91	94	0	81	0
20	102	101	-5	103	-22

# (continued)
item	SMILES	ABCG2 inh	ABCB1 block	Bim-Mcl-1	Bcl-2 Bim block	Bim-Bcl-B	Bim-Bcl-XL
21	N#C/C(=C/c1cn(-c2ccccc2)nc1-c1cccc(S(=O)(=O)N2CCOCC2)c1)C(=O)NCc1ccco1	4	0.7	-6	2	0	-4
22	Cn1c(CNc2nc(-c3ccccc3)cs2)nnc1SCC(=O)N1CCc2ccccc21	13	0.6	51*	1	0	3
23	C=CCNC(=O)CSc1nc2cc(C(=O)OCC)ccc2n1CC	3	0.8	3	4	7	4
24	O=C(NCc1ccncc1)c1cnccn1	5	1.0	-7	-7	-10	-8
25	COC1=CC(=O)CC(C)C12Oc1c(Cl)c(OC)cc(OC)c1C2=O (stereo not drawn)	1	0.5	0	0	-1	0
26	O=c1[nH]c(SCc2ccc(Cl)cc2)nc2c1CCC2	22	0.8	-3	7	2	-2
27	CCOC(=O)C1CCCCN1C(=O)CCc1c(C)nc2cc(-c3ccccc3)nn2c1C (stereo not drawn)	1	1.5	0	-6	-4	-7
28	CCOc1nc(C)ccc1-c1noc(-c2ccncc2)n1	21	2.1	-2	-4	-6	3
29	Cc1ccc(C(=O)NC(=S)/C=C2\N(C)c3ccccc3C2(C)C)cc1	-8	0.7	-7	-7	-20	-10
30	O=C1C2C3C=CC(C3)C2C(=O)N1CCc1ccccc1 (stereo not drawn)	1	0.6	0	-3	-6	2

item	RGS7-Gao reg	RGS4-Gao reg	Bim-Bcl-W	RGS8-Gao	Bfl-1 Bim block
21	101	97	-3	98	6
22	90	94	3	85	-4
23	109	116	5	128	6
24	96	95	0	99	-11
25	97	96	-1	101	0
26	89	91	-2	76	0
27	101	100	-3	100	-9
28	97	97	0	100	-7
29	96	97	-10	96	-4
30	97	99	1	97	-5

# More entries.
item	SMILES	ABCG2 inh	ABCB1 block	Bim-Mcl-1	Bcl-2 Bim block	Bim-Bcl-B	Bim-Bcl-XL
31	CCOc1ccc(Nc2oc(-c3cccs3)nc2C#N)cc1	2	0.4	-5	-4	-1	-2
32	COc1ccc(-c2nc3ccccc3[nH]2)cc1	5	0.8	2	-2	0	-1
33	O=C(CCc1ccccc1)Nc1ccccc1F	1	0.1	-2	-6	-6	-5
34	COCC(C)n1c(C)cc(C(=O)CSc2nnc(N)s2)c1C (stereo not drawn)	1	-0.1	2	1	-10	-2
35	OC(COCC(F)(F)C(F)(F)C(F)(F)C(F)F)Cn1c2ccccc2c2ccccc21 (stereo not drawn)	1	-0.1	3	0	-2	-1
36	CCOc1cc(C(=O)O)cc(Cl)c1OC	3	0.8	-1	1	-1	0
37	CS(=O)(=O)N(CC(=O)Nc1ccc(S(=O)(=O)N2CCOCC2)cc1)c1ccccc1Cl	4	0.5	1	0	-2	1
38	Cc1ccc(NC2=CC(=O)CC(C)(C)C2)cc1C	4	1.2	0	0	-2	-2
39	c1cn(CCCNc2ncnc3sc4c(c23)CCC4)cn1	4	0.5	0	-2	-4	-1
40	C/C(=N\NC(=O)C1COc2ccccc2O1)c1cccs1 (stereo not drawn)	6	0.9	-3	-2	0	-2

item	RGS7-Gao reg	RGS4-Gao reg	Bim-Bcl-W	RGS8-Gao	Bfl-1 Bim block
31	99	102	-4	100	-1
32	107	110	0	108	0
33	100	97	-3	98	-4
34	99	99	-3	100	-10
35	101	100	0	101	1
36	98	102	0	104	0
37	96	99	-3	101	0
38	99	99	1	101	-7
39	97	104	1	102	-7
40	96	98	-1	100	-2

# Other records.
item	SMILES	ABCG2 inh	ABCB1 block	Bim-Mcl-1	Bcl-2 Bim block	Bim-Bcl-B	Bim-Bcl-XL
41	CC(=O)c1ccc(N=Cc2c(O)n(-c3cc(Cl)ccc3N3CCOCC3)c(=O)c3ccccc23)cc1	-1	0.4	-4	-12	-11	0
42	COC(=O)c1ccc(N=Cc2c(C(F)(F)F)[nH]n(C)c2=O)cc1	1	-0.1	-1	-4	-2	-2
43	O=C(NC1CCCCC1)N1CCN(C(=O)c2ccco2)CC1	3	-0.1	1	-5	-5	-1
44	Clc1ccc(-c2nnc3cccc(Cl)n23)c(Cl)c1	3	0.4	2	-2	-5	-4
45	COc1ccc(Cc2nnc(SCC(=O)NCC3CCCO3)o2)cc1 (stereo not drawn)	0	0.0	6	-2	0	1
46	COC(=O)Cc1csc(Nc2c(C)n(C)n(-c3ccccc3)c2=O)n1	0	0.3	-3	0	2	-3
47	C#CC(CO)N(CCN(Cc1ccccc1)C(C#C)CO)Cc1ccccc1 (stereo not drawn)	3	0.6	-5	-6	-11	-6
48	O=C(NNC(=S)Nc1ccc(F)cc1)c1ccccc1OC(F)F	-3	-3.0	-5	-7	-22	-27
49	O=C(Nc1cccc(NC(=O)N2CCN(c3ccccc3)CC2)c1)N1CCN(c2ccccc2)CC1	4	0.7	-3	-3	1	-2
50	O=C(Nc1cccc(Cl)c1N1CCOCC1)c1ccc2c(c1)OCCO2	2	0.0	0	-4	-5	0
51	Cc1cc(C)n(CC(O)COc2ccccc2)n1 (stereo not drawn)	2	0.2	-2	-3	-1	-4
52	Cc1ccccc1-c1nc(CN2CCC(C(=O)NCCCN3CC(C)CC(C)C3)CC2)c(C)o1 (stereo not drawn)	3	0.6	-1	-8	-9	-12

item	RGS7-Gao reg	RGS4-Gao reg	Bim-Bcl-W	RGS8-Gao	Bfl-1 Bim block
41	96	97	1	100	-12
42	?	101	-6	102	-3
43	100	102	3	103	-9
44	103	97	2	100	-8
45	101	101	1	99	-2
46	91	89	0	98	-3
47	101	102	-1	101	-15
48	108	105	-6	105	-5
49	98	95	-1	104	-3
50	108	106	-2	101	-7
51	99	100	-6	105	-1
52	103	105	-1	103	-12

# Sorted by count of non-hydrogen atoms (rising): ten of the compounds above.
item	SMILES	ABCG2 inh	ABCB1 block	Bim-Mcl-1	Bcl-2 Bim block	Bim-Bcl-B	Bim-Bcl-XL
44	Clc1ccc(-c2nnc3cccc(Cl)n23)c(Cl)c1	3	0.4	2	-2	-5	-4
39	c1cn(CCCNc2ncnc3sc4c(c23)CCC4)cn1	4	0.5	0	-2	-4	-1
43	O=C(NC1CCCCC1)N1CCN(C(=O)c2ccco2)CC1	3	-0.1	1	-5	-5	-1
42	COC(=O)c1ccc(N=Cc2c(C(F)(F)F)[nH]n(C)c2=O)cc1	1	-0.1	-1	-4	-2	-2
48	O=C(NNC(=S)Nc1ccc(F)cc1)c1ccccc1OC(F)F	-3	-3.0	-5	-7	-22	-27
45	COc1ccc(Cc2nnc(SCC(=O)NCC3CCCO3)o2)cc1 (stereo not drawn)	0	0.0	6	-2	0	1
50	O=C(Nc1cccc(Cl)c1N1CCOCC1)c1ccc2c(c1)OCCO2	2	0.0	0	-4	-5	0
47	C#CC(CO)N(CCN(Cc1ccccc1)C(C#C)CO)Cc1ccccc1 (stereo not drawn)	3	0.6	-5	-6	-11	-6
52	Cc1ccccc1-c1nc(CN2CCC(C(=O)NCCCN3CC(C)CC(C)C3)CC2)c(C)o1 (stereo not drawn)	3	0.6	-1	-8	-9	-12
49	O=C(Nc1cccc(NC(=O)N2CCN(c3ccccc3)CC2)c1)N1CCN(c2ccccc2)CC1	4	0.7	-3	-3	1	-2

item	RGS7-Gao reg	RGS4-Gao reg	Bim-Bcl-W	RGS8-Gao	Bfl-1 Bim block
44	103	97	2	100	-8
39	97	104	1	102	-7
43	100	102	3	103	-9
42	?	101	-6	102	-3
48	108	105	-6	105	-5
45	101	101	1	99	-2
50	108	106	-2	101	-7
47	101	102	-1	101	-15
52	103	105	-1	103	-12
49	98	95	-1	104	-3

# Screening results (PubChem)
